Bioassay records deposited in PubChem by Fisher Drug Discovery Resource Center.
NPYLR7 ag: mosquito NPYLR7 agonism; 270,000 compounds, 0.15% hits; activation, % at 10 µM; AID 1259423; HEK293T NPYLR7/Galpha15, GCaMP6s calcium fluorescence; in the data active = activation above about 40%;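 also: 0% = vehicle and 100% = reference agonist at the receptor; some compounds past the cut are filed as inactive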
hcGAS lum: human cGAS inhibition. Q8N884. recombinant h-cGAS, ATP depletion, Kinase-Glo luminescence. inhibition, % at 12.5 µM. 290,000 compounds, 0.081% hits; in the data active = inhibition above about 40%;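 also: 0% = vehicle reaction and 100% = reaction without DNA for no activity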
An asterisk follows results filed as active. This is a subset. The share of hits here may be higher or lower than overall.

SMILES	NPYLR7 ag	hcGAS lum
CC(C)C[C@@H](CN)CC(=O)O	4.0	-5.0
